G6PDH CS = L. mesenteroides G6PDH inhibition counter-screen; hit rate 0.12% among 200,000; inhibition, % at 5 µM; Purified L. mesenteroides G6PDH, diaphorase/resazurin coupled fluorescence, 45 min; in the data active means inhibition above about 50%
PMI act = increases human mannose-6-phosphate isomerase activity; P34949; activation factor at 20 µM; AID 1214; hit rate 0.005% among 190,000; purified human PMI, coupled resazurin fluorescence, 20 min; active compounds read high; 1 = vehicle control, 0 substrate-free wells;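 active means activation factor of 2 or more at 20 µM, relative to plate controls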
FLuc stim CS = firefly luciferase counter-screen for stimulation assays. 200,000 tested, under 10 active. AID 1027. activation factor at 10 µM. ATPlite luciferase biochemical, luminescence, 10 min; 0 = ATP-free wells, 1 = DMSO control. P08659;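 active means luciferase activation factor, scaled between plate controls, of at least 2 with compound at 10 µM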
Target sequence (P08659 whole entry, looked up): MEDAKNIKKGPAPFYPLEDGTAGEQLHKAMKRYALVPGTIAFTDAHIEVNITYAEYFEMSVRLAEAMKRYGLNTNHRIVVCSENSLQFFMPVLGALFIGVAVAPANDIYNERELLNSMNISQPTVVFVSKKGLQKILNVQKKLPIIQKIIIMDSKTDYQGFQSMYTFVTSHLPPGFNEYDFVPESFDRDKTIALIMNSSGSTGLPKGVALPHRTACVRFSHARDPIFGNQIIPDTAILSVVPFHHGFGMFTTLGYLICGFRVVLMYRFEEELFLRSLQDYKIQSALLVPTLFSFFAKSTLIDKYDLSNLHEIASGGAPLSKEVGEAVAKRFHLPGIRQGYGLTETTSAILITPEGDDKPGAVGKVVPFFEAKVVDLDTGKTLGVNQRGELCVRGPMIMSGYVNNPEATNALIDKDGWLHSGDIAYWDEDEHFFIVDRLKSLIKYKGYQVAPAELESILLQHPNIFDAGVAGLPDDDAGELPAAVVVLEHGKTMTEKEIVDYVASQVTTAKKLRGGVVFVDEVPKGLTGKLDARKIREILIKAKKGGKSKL
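Material: Luciferase/luciferin reagent mix; Doses: test compounds dosed from 2 mM stocks in 100% DMSO; Schedule: 10 min incubation after luciferase reagent addition, room temperature; Measured by: luminescence from luciferase reaction; Read-out: luminescence gain marking luciferase activators.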
Efa HMGR inh = E. faecalis class II HMG-CoA reductase inhibition; purified E. faecalis HMGR, NADPH absorbance 340 nm kinetic; inhibition, % at 10 µM; hit rate 0.41% among 190,000; AID 1066;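 active means inhibition above a set limit, the median over all tested compounds plus 3 SD, cut at about 9.5% in these data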;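 further: enzyme runs in reverse so mevalonate oxidation gives rising NADPH absorbance; 0% = complete reaction with DMSO and 100% = background rate lacking mevalonate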
PMI act hi M6P = increases human PMI activity with near-saturating mannose 6-phosphate; coupled PMI enzyme assay, resazurin fluorescence, 20 min; active compounds read high; 1 = untreated enzyme, 0 = substrate-free blank; activation factor at 20 µM; hit rate 0.34% among 190,000; AID 1216; P34949;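 active means activation factor of 2 or more at 20 µM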
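Test system: human phosphomannose isomerase with PGI, G6PDH, diaphorase coupling enzymes; Amount: PMI at 15 ng/mL final; Reagent: Mannose-6-phosphate 1.0 mM (near-saturating) plus 0.22 mM NADP+; Timing: 20 min, room temperature; Technique: resorufin fluorescence at Ex 544/Em 590 nm; Dosing: 20 µM single dose.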
TNAP inh no acc = inhibitors of human TNAP without phosphate acceptor; AID 1012; purified TNAP, CDP-star luminescence, 30 min; hit rate 0.26% among 200,000; inhibition, % at 20 µM;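 active means tissue-nonspecific alkaline phosphatase inhibition above about 50% at 20 µM in the single-dose screen, limit read from the data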;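 further: 0% = DMSO negative control and 100% = EDTA positive control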
Target sequence (P05186 whole entry, looked up): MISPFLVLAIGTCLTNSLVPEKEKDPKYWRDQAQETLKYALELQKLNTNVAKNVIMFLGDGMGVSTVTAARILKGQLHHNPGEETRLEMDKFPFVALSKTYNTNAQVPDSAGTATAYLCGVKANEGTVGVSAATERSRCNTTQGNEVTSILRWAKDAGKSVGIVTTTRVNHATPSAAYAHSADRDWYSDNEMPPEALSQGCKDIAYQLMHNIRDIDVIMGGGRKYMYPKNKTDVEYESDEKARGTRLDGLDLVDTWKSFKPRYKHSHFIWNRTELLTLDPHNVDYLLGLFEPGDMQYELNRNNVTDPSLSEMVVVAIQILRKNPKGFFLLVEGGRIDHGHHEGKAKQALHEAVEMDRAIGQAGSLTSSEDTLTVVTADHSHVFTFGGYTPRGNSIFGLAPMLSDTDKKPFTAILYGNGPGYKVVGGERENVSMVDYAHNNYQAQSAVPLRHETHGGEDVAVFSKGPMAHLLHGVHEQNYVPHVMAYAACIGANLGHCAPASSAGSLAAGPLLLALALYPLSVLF
TNAP act hiacc = activators of human TNAP at high phosphate acceptor concentration. P05186. purified TNAP, CDP-star luminescence, 1 M DEA, 30 min; active compounds read high; 0 = EDTA background, 1 = DMSO-only activity. activation factor at 20 µM. 200,000 tested, under 10 active;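 active means activation factor at least 2 at 20 µM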
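Measured by: Luminescent substrate turnover signal | Test system: Human TNAP | Input: TNAP 1/800 final | Dosing: 20 µM single point | Schedule: 30 min, room temperature | Controls: EDTA wells as negative control, DMSO wells as positive control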
Diaphorase inh = diaphorase inhibition or chemical oxidation counter-screen | AID 1217 | inhibition, % at 20 µM | hit rate 0.69% among 190,000 | diaphorase resazurin-to-resorufin fluorescence, NADH, 16 min; bacterial (C. kluyveri) enzyme, not human;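 active means primary screen inhibition at 20 µM above a set limit, cut at about 50% in these data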;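 further: plate controls were DMSO with full reaction for no effect and wells lacking NADH for full effect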
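Test system: diaphorase enzyme from Clostridium kluyveri; amount: diaphorase at 0.14 U/mL in enzyme working solution; detection: fluorescence of resorufin formed from resazurin, Ex 544/Em 590 nm; times: reaction incubation of 16 min at room temperature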
TNAP inh hiacc = TNAP (human) inhibition, high acceptor | P05186 | purified TNAP, CDP-star luminescence, 1 M DEA | inhibition, % at 20 µM | hit rate 0.03% among 200,000;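 active means over 50% inhibition of tissue-nonspecific alkaline phosphatase at 20 µM in the single-dose screen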;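 further: plate controls were DMSO wells for no effect and EDTA-quenched wells as full inhibition for full effect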
Diaphorase act = activates diaphorase or chemically reduces, flagging diaphorase assay artifacts; Diaphorase/resazurin coupled assay, resorufin fluorescence, 16 min; active compounds read high; 1 = vehicle wells, 0 = NADH-free wells; activation factor at 20 µM; hit rate 0.005% among 190,000; AID 1229;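 active means diaphorase activity raised at least twofold by the compound at 20 µM; inactive means activation factor below 2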
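Test system: Clostridium kluyveri diaphorase, purified enzyme; input: enzyme 0.07 U/mL final; buffer or medium: 50 mM HEPES pH 7.4 with 4.542 mM MgCl2, 0.005% Tween 20; also added: 0.114 mM NADH and 0.1 mM resazurin, final amounts; schedule: 16 min enzyme reaction, ambient temperature; technique: fluorescence of resorufin, 544 nm excitation, 590 nm emission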
* marks the source's active call; other numbers are inactive results; x = no result given.

SMILES	G6PDH CS	PMI act	FLuc stim CS	Efa HMGR inh	PMI act hi M6P	TNAP inh no acc	TNAP act hiacc	Diaphorase inh	TNAP inh hiacc	Diaphorase act
Cc1c(C=O)c(=O)n(-c2ccccc2)n1-c1ccccc1	2	1	1	-3	1	-10	1	8	-5	0.9
Cc1ccc(/C=C2/SC(=S)N(CCC(=O)N3CCN(C)CC3)C2=O)cc1	6	1	0.9	0	1.1	-4	1	5	-4	1
Cc1ccc2nc(C)cc(C(=O)OCC(=O)c3ccc(Cl)c([N+](=O)[O-])c3)c2c1	5	1	1	-7	1	-1	1	18	-1	0.8
O=C(Nc1cc(C(F)(F)F)ccc1F)C1CCCCC1	5	1	1.1	-9	1	0	0.9	8	10	0.9
O=C(CCCCl)NC(=S)Nc1cc(C(F)(F)F)ccc1N1CCOCC1	0	0.9	1	-2	0.9	3	1	28	-2	0.7
CCOC(=O)Cc1csc(SCC(=O)NC(C)C23CC4CC(CC(C4)C2)C3)n1 (stereo unspecified)	1	0.8	1	-4	0.5	-10	1	22	-2	0.8
COc1cccc(C(=O)NC(=O)Nc2cc(C)on2)c1	-1	0.9	0.8	-2	0.9	-12	1.1	9	-6	0.9
Cc1cc(OCc2nn[nH]n2)c2c(-c3ccccc3)cc(=O)oc2c1	3	0.9	1	-12	1	-10	1.1	37	-7	0.6
O=C(Cn1nnc(-c2ccc(F)cc2)n1)N1CCCCC1	14	1	1.1	-3	1	-5	1	-10	-4	1.1
CC(=O)c1c(C)[nH]c(C(=O)Nc2ccc(C)c(C)c2)c1C	7	1	0.9	-1	1	-24	1	14	-3	0.9
Cc1nn(C(=O)c2cccc([N+](=O)[O-])c2)c(C)c1Sc1ccccc1	2	1	1.1	-2	1	-2	1.1	4	-7	1
c1ccc(-n2nc3ccccc3n2)cc1	2	1	0.9	-1	1	-10	1.1	8	-5	0.9

3 structures from above, arranged by heavy-atom count, lowest first.
SMILES	G6PDH CS	PMI act	FLuc stim CS	Efa HMGR inh	PMI act hi M6P	TNAP inh no acc	TNAP act hiacc	Diaphorase inh	TNAP inh hiacc	Diaphorase act
O=C(Nc1cc(C(F)(F)F)ccc1F)C1CCCCC1	5	1	1.1	-9	1	0	0.9	8	10	0.9
Cc1c(C=O)c(=O)n(-c2ccccc2)n1-c1ccccc1	2	1	1	-3	1	-10	1	8	-5	0.9
CCOC(=O)Cc1csc(SCC(=O)NC(C)C23CC4CC(CC(C4)C2)C3)n1 (stereo unspecified)	1	0.8	1	-4	0.5	-10	1	22	-2	0.8

More records follow:
SMILES	G6PDH CS	PMI act	FLuc stim CS	Efa HMGR inh	PMI act hi M6P	TNAP inh no acc	TNAP act hiacc	Diaphorase inh	TNAP inh hiacc	Diaphorase act
COC(=O)c1sc(NC(=S)NC(=O)c2ccccc2)nc1C	-24	0.9	0.4	-2	0.9	16	1	10	1	0.9
N#Cc1c2n(c3c(=S)nc[nH]c13)CCCCC2	4	0.9	1	0	1	0	1	54*	1	0.5
CCC1CCCCN1c1nc(-c2ccncc2)nc2ccccc12 (stereo unspecified)	4	0.9	1	0	0.9	-8	1	44	2	0.6
O=C(c1ccccc1-c1ccccc1)N1CCOCC1	1	0.9	1.1	-5	1	-8	1	8	-2	0.9
CCc1cccc(CC)c1NC(=O)c1ccc(-n2cncn2)nc1	9	1	1	1	0.9	-9	1.1	8	-7	0.9
CC(=O)N(c1ccccc1)c1nc(/C=C/C(=O)O)cs1	9	1.1	1.1	-5	1.1	-7	1	7	-4	0.9
CCCCCCn1c(=O)c(C(=O)N/N=C/c2cccc(F)c2)c(O)c2ccccc21	4	1	1	-4	0.8	-3	1.1	-5	-7	1.1
O=C(Nc1ccc(O)c(-c2nc3ccccc3o2)c1)C1(c2ccc(Br)cc2)CCCC1	-6	1	1.1	2	1	-56	1.1	4	-7	1
COc1ccc(N(CC(=O)Nc2cc(OC)ccc2OC)S(=O)(=O)c2c(C)nn(C)c2C)cc1	3	0.8	1	4	0.8	-8	1.1	42	-10	0.6
O=C(Nc1ccc2nc3n(c(=O)c2c1)CCCCC3)c1ccccn1	-3	0.9	0.7	-5	0.9	0	1	13	-3	0.9
COc1ccc(C2C(C#N)=C(N)Oc3n[nH]c(C)c32)cc1Cn1cc([N+](=O)[O-])cn1 (stereo unspecified)	7	0.9	1.1	0	0.8	-2	1.1	15	-6	0.8
CC(C)Cn1c(N)cc(=O)n(C)c1=O	3	1	1.1	0	1.1	-12	1	-1	-4	1
CC(C)(C)CC(=O)NC(=S)NCc1ccco1	2	1	1.1	-13	1	-13	1.1	7	-5	0.9
Cc1ccc(-n2nnnc2-c2cnoc2-c2cccc(F)c2)cc1	8	1	1.1	-9	1	-10	1	15	-2	0.8
Cc1cc(C)n(CCN(C)Cc2nc(Cc3ccccc3F)no2)n1	0	x	1	-5	x	-14	1.1	x	-6	x
CSc1nnc2n(Cc3ccccc3)c(=O)c3c4c(sc3n12)COC(C(C)C)C4 (stereo unspecified)	8	0.9	1	-1	0.9	0	1	20	0	0.8
COc1ccc(-c2nnc(SCC(N)=O)n2N)cc1	1	0.9	1	-7	0.9	-8	1	18	-1	0.8
N#CCn1cnc2sc(-c3ccccc3)cc2c1=O	0	1	0.9	1	0.9	-12	1	24	-4	0.8
Nc1nnc(SCC(=O)c2ccc3ccccc3c2)s1	7	1	0.8	0	1	-11	1.1	1	-6	1
CC(=O)Nc1ccc(NC(=O)COc2ccc3c(c2)CCC3)cc1	-3	1	1	1	0.9	0	1	6	-1	0.9
O=C(CN1CCN(CCN2C(=O)c3cccc4cccc(c34)C2=O)CC1)c1ccc(Cl)cc1	-19	1.7	1.1	1	2.6*	13	1	0	4	1
COCCNC(=O)/C(C#N)=C/c1c(N2CC(C)OC(C)C2)nc2ccccn2c1=O (stereo unspecified)	1	0.9	1.1	3	0.8	-2	1.1	23	-7	0.8
CC(=O)c1ccc2c(c1)c1ccccc1n2CC(C)C	10	0.9	1	2	0.9	-2	1	21	-1	0.8
COc1ccc(NC(=O)CCNC(C)=O)cc1NS(=O)(=O)c1ccc(F)cc1	18	0.8	1	-2	0.9	-1	1	14	-1	0.9

As a short view, 13 of the compounds above.
SMILES	G6PDH CS	PMI act	FLuc stim CS	Efa HMGR inh	PMI act hi M6P	TNAP inh no acc	TNAP act hiacc	Diaphorase inh	TNAP inh hiacc	Diaphorase act
COc1ccc(N(CC(=O)Nc2cc(OC)ccc2OC)S(=O)(=O)c2c(C)nn(C)c2C)cc1	3	0.8	1	4	0.8	-8	1.1	42	-10	0.6
O=C(Nc1ccc2nc3n(c(=O)c2c1)CCCCC3)c1ccccn1	-3	0.9	0.7	-5	0.9	0	1	13	-3	0.9
COc1ccc(C2C(C#N)=C(N)Oc3n[nH]c(C)c32)cc1Cn1cc([N+](=O)[O-])cn1 (stereo unspecified)	7	0.9	1.1	0	0.8	-2	1.1	15	-6	0.8
CC(C)Cn1c(N)cc(=O)n(C)c1=O	3	1	1.1	0	1.1	-12	1	-1	-4	1
CC(C)(C)CC(=O)NC(=S)NCc1ccco1	2	1	1.1	-13	1	-13	1.1	7	-5	0.9
Cc1ccc(-n2nnnc2-c2cnoc2-c2cccc(F)c2)cc1	8	1	1.1	-9	1	-10	1	15	-2	0.8
Cc1cc(C)n(CCN(C)Cc2nc(Cc3ccccc3F)no2)n1	0	x	1	-5	x	-14	1.1	x	-6	x
CSc1nnc2n(Cc3ccccc3)c(=O)c3c4c(sc3n12)COC(C(C)C)C4 (stereo unspecified)	8	0.9	1	-1	0.9	0	1	20	0	0.8
COc1ccc(-c2nnc(SCC(N)=O)n2N)cc1	1	0.9	1	-7	0.9	-8	1	18	-1	0.8
N#CCn1cnc2sc(-c3ccccc3)cc2c1=O	0	1	0.9	1	0.9	-12	1	24	-4	0.8
Nc1nnc(SCC(=O)c2ccc3ccccc3c2)s1	7	1	0.8	0	1	-11	1.1	1	-6	1
CC(=O)Nc1ccc(NC(=O)COc2ccc3c(c2)CCC3)cc1	-3	1	1	1	0.9	0	1	6	-1	0.9
O=C(CN1CCN(CCN2C(=O)c3cccc4cccc(c34)C2=O)CC1)c1ccc(Cl)cc1	-19	1.7	1.1	1	2.6*	13	1	0	4	1

(more compounds)
SMILES	G6PDH CS	PMI act	FLuc stim CS	Efa HMGR inh	PMI act hi M6P	TNAP inh no acc	TNAP act hiacc	Diaphorase inh	TNAP inh hiacc	Diaphorase act
COc1ccc(Cl)cc1NC(=S)NCCCN1CCCC1=O	7	0.9	1	-4	0.9	-4	1	8	2	0.9
O=S(=O)(NCc1ccccc1)c1ccc(Cl)cc1	2	1	1	0	1.1	-14	1	8	-5	0.9
COc1ccc(Cl)cc1NC(=O)CNc1ccccc1F	-2	0.8	1	-2	0.9	-1	1	16	3	0.8
O=C(Nc1ccccc1Cl)NC1(C(=O)N2CCCCC2)CCCCC1	8	1.1	1	1	1	-8	1	2	4	1
CCOCC(=O)Nc1ccc([N+](=O)[O-])cc1OC	0	1	1.1	-1	0.6	-14	1	-16	-3	1.2
O=C(NC1CCCCC1)C1CC=CCC1C(=O)OCC(Cl)=C(Cl)Cl (stereo unspecified)	2	1	1.1	-2	1	-11	1	7	-4	0.9
CCOc1nc(NCCN2CCOCC2)nc(Nc2ccc(C)cc2)n1	5	0.9	1	-3	0.9	-5	1	7	-2	0.9
CCn1cc(CN(C)S(=O)(=O)c2cccc([N+](=O)[O-])c2)cn1	14	1.1	1.1	3	1	-8	1.1	34	-10	0.7
COCCNC(=O)C(c1ccc(C)o1)N(CCOC)C(=O)Cn1nnc2ccccc21 (stereo unspecified)	4	0.9	1	-5	0.9	-14	1.1	44	-7	0.6
CNC(=S)NNS(=O)(=O)c1ccc(OC)cc1OC	5	1	1	1	1.1	-15	1	1	-3	1
O=C(CN1C(=O)CSc2ncccc21)NCCN1CCOCC1	2	1.1	1	-10	1.1	-12	1	2	0	1
Cc1ccc(S(=O)(=O)N2CCN(C)CC2)c(C)c1	10	1.1	1.1	-4	1.1	-3	1.1	8	-5	0.9
CC(=O)Nc1nc(-c2ccc([N+](=O)[O-])cc2)cs1	0	1.1	1	-4	1.1	-7	1	-1	-1	1
Cc1ccc(/C=C/C(=O)OCC(=O)NC(C)C)o1	7	1.2	1.1	-5	1	5	1	2	1	1
Cc1nn(C)c(C)c1NC(=O)CSc1nc(-c2ccccc2Cl)nc2c1cnn2-c1ccccc1	-2	0.9	1	-1	1	-6	1	12	1	0.9
